Compound activity from PubChem BioAssay.
NOD1 NF-kB reporter – inhibition of NOD1-driven NF-kB reporter – cell-based, luminescence, uHTS, primary screen (AID 1578); NOD1-driven NF-kB luciferase reporter cells, luminescence; higher % means a stronger effect; inhibition, % at 4 µM, or EC50 in µM where a hit was titrated; 290,000 compounds, 1% hits; in the data active = inhibition mostly above about 36%, no sharp cut-off; inactive = mostly below about 34%;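 note: HEK-293T reporter cells stimulated with the NOD1 agonist gamma-tri-DAP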
GPR55 beta-arrestin – GPR55 agonists via beta-arrestin recruitment, primary screen, imaging, U2OS cells, beta-arrestin-GFP redistribution (AID 1961); one-dose activation, % at 10 µM; EC50 in µM for titrated hits; 290,000 compounds, 0.048% hits; U2OS GPR55 beta-arrestin-GFP redistribution imaging; higher % means a stronger effect;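 active = activation above 40% with more than 50 cells counted in the well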;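 note: U2OS osteosarcoma cells stably expressing GPR55 and beta-arrestin-GFP; plate controls were DMSO negative control for no effect and LPI positive control for full effect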
K1F lysis inhibition – inhibition of K1F phage lysis, E. coli UTI89, bacterial capsule biogenesis inhibitors, alamar blue (AID 488966); 340,000 compounds, 0.02% hits; E. coli UTI89 K1F phage lysis, alamar blue, 2 h; higher % means a stronger effect; inhibition, % at 100 µM, or IC50 in µM where a hit was titrated;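 active = phage lysis inhibition, versus mean bacterial control, above a set limit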;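 note: capsule biogenesis inhibitors block K1F phage lysis so surviving cells raise fluorescence; higher fluorescence means more inhibition of phage lysis; actives were called in the ten point dose series up to 300 µM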
GPR35 arrestin U2OS – GPR35 antagonists blocking zaprinast-driven arrestin recruitment, primary screen, imaging, U2OS, beta-arrestin-GFP, zaprinast agonist (AID 2058); U2OS GPR35 beta-arrestin-GFP translocation imaging, zaprinast antagonism; higher % means a stronger effect; one-dose inhibition, % at 10 µM; IC50 in µM for titrated hits; 290,000 compounds, 0.052% hits;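 active = inhibition of at least 50% with at least 30 cells and total cytoplasm GFP at most 10,000,000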
KOR beta-arrestin-1 – kappa opioid receptor activators – cell-based, luminescence, uHTS, primary screen (AID 1777) | KOR beta-arrestin recruitment, luminescence; higher % means a stronger effect | activation, % at 10 µM, or EC50 in µM where a hit was titrated | 280,000 compounds, 0.02% hits; in the data active = activation above about 50%, passing the limit was not always enough; note: a part of the inactive calls stands beside numbers as strong as those of hits
GPR55 LPI antagonism – GPR55 antagonists blocking LPI-driven arrestin recruitment, primary screen, imaging, U2OS, beta-arrestin-GFP, LPI agonist (AID 2013) | U2OS GPR55 beta-arrestin-GFP translocation imaging, LPI antagonism; higher % means a stronger effect | one-dose inhibition, % at 10 µM; IC50 in µM for titrated hits | 290,000 compounds, 0.13% hits;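 active = spots per cell inhibited over 60%, with over 100 cells counted and total cytoplasm intensity under 500,000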;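 note: U2OS cells stably carrying GPR55 and arrestin-GFP stimulated by 5 µM LPI near EC80; imaged beta-arrestin-GFP aggregate spots per cell after agonist stimulation; plate controls were LPI-stimulated DMSO wells for no effect and DMSO wells without LPI for full effect; some results filed as inactive read as strong as hits; confirmed hits need IC50 under 10 µM and bright autofluorescent wells are also inconclusive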
KOR beta-arrestin-2 – KOR antagonists, beta-arrestin recruitment, cell-based, luminescence, uHTS (AID 1778). KOR beta-arrestin recruitment, luminescence, antagonist mode; higher % means a stronger effect. inhibition, % at 10 µM, or IC50 in µM where a hit was titrated. 290,000 compounds, 0.091% hits; in the data active = inhibition above about 50%; note: strong numbers were not always called active
MgcRacGAP inhibition – MgcRacGAP GTPase-activating activity inhibitors, confirmation, biochemical, ADP Hunter fluorescence; MgcRacGAP-stimulated Rac1 GTP hydrolysis, ADP Hunter fluorescence; higher % means a stronger effect; GST-tagged Rac1 F28L mutant substrate; inhibition, % at 30 µM; hits with a dose series show IC50 in µM; 340,000 compounds, 0.6% hits; AID 624330;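 active = first-screen hits whose inhibition reached a set limit at any dose in the follow-up dose series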;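 note: fluorescence reports GDP produced by GAP-driven GTP hydrolysis; strong numbers were not always called active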
NTR1 agonist – NTR1-driven beta-arrestin-GFP spot formation – imaging, U2OS cells, high content, primary screen (AID 493036) | P30989 | agonist mode | activation, % at 20 µM | 330,000 compounds, 0.17% hits;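 active = activation at or above 40% of the spot to cytoplasm intensity ratio, with at least 20 cells analyzed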;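 note: 0% = DMSO without peptide and 100% = 100 nM NTR1 peptide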
Target sequence (P30989 whole entry, looked up): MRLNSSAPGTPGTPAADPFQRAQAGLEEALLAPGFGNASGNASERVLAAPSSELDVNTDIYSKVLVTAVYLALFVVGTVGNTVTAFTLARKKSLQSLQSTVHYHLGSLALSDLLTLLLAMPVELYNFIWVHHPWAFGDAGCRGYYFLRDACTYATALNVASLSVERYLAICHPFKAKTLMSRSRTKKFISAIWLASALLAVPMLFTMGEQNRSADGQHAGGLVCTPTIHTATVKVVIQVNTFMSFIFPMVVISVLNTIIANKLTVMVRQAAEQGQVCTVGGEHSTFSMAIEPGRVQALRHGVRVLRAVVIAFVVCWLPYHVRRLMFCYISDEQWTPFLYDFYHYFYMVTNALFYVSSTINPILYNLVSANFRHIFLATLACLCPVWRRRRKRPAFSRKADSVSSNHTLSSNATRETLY
NTR1 agonist cell count 20 µM – further read-out of NTR1 agonist, marked with its call; cell count; measured here: cell count, cytotoxicity flag
Starred values were filed as active, the others as inactive; . = no result given; [ ] = remark or other dose. Some of the compounds tested. The share of hits here may be higher or lower than overall.

SMILES | NOD1 NF-kB reporter | GPR55 beta-arrestin | K1F lysis inhibition | GPR35 arrestin U2OS | KOR beta-arrestin-1 | GPR55 LPI antagonism | KOR beta-arrestin-2 | MgcRacGAP inhibition | NTR1 agonist | NTR1 agonist cell count 20 µM
C=CCn1c(N)cc(=O)nc1SCC(=O)Nc1ccccc1C(N)=O | 17% | -0.1% | -0.1% | 4% | -1.8% | 1% | -50%[20 µM] | 5% | 1.2 | 70
CC1CC(C)CN(S(=O)(=O)N2CCCC(C(=O)NCCCN3CCCCC3C)C2)C1 (stereo not drawn) | -18% | 0.2% | 0.3% | 18% | -3.7% | 5% | -32% | 9% | 3.8 | 70
O=C1CC(N(Cc2cccs2)C(=O)Nc2ccccc2)C(=O)N1c1ccc(Cl)cc1 (stereo not drawn) | -32% | -0.3% | -0.2% | -16% | -3.8% | -8% | 18% | 6% | 1.9 | 33
Cc1ccnc(N2C(=O)OC(C)(C)C2(C)O)c1 (stereo not drawn) | -9% | 0.0% | 3.9% | 11% | -1.7% | 5% | 29% | -7% | -1.0 | 65
O=C(c1cccc2ccccc12)N1CCN(CC2CC=CCC2)CC1 (stereo not drawn) | 6% | -0.2% | 6.4% | 2% | -0.1% | -10% | -17% | 12% | 1.8 | 39
Oc1c(Br)cc(Br)cc1/C=N/NC(=S)N[C@H]1CC2C=CC1C2 (stereo partly drawn) | 48%* | 0.2% | -2.7% | 2% | 4.8% | -1% | -50% | -1% | 4.2 | 49
COc1ccc(C(OC(=O)c2ccco2)C(=O)NC(C)(C)C)cc1 (stereo not drawn) | -26% | -0.1% | -0.2% | 28% | -5.7% | 7% | 26%[20 µM] | 4% | 0.7 | 26
Cc1ccccc1OCC(=O)NCc1ccccc1 | -29% | -0.5% | 0.2% | -7% | -0.9% | 0% | 52% | 10% | 1.1 | 84
CC(=O)N/C(=C\c1ccccc1Cl)C(=O)O | -6% | -0.1% | 3.1% | 2% | 0.7% | 8% | 8% | -2% | 0.7 | 57
COc1ccc(Cn2c(CCC(=O)NCc3ccco3)nc3cccnc32)cc1 | -27% | 0.0% | 2.3% | -1% | -3.1% | 40% | 20% | -2% | 1.0 | 70
O=C(COC(=O)/C=C/c1ccccc1[N+](=O)[O-])NC1CC1 | -36% | -0.3% | 0.6% | -9% | -1.9% | 11% | -25% | 4% | -0.7 | 50
COc1cccc(/C=N/NC(=O)C(C)Cn2cnc3ccccc32)c1 (stereo not drawn) | 2% | 0.7% | . | 4% | 0.3% | 5% | 21% | . | 0.2 | 55
Brc1ccc(Oc2ncc(CN3CCOCC3)s2)cc1 | -11% | 0.0% | 1.7% | 13% | 3.2% | 1% | -49% | 2% | 0.0 | 73
COC(=O)C1=C(C)N(C(C)c2ccccc2)C(=O)C1 (stereo not drawn) | -11% | -0.1% | 0.2% | 1% | -4.5% | 12% | 32% | -3% | -1.8 | 79
C=C1CCC2C(C)(C)[C@@H](O)CC[C@@]2(C)[C@@H]1COc1ccc2ccc(=O)oc2c1 (stereo partly drawn) | 17% | -0.1% | 0.0% | -8% | -0.7% | 5% | 21% | 10% | 39 | 71
C#CCOC(=O)c1ccccc1C(=O)n1nnc2ccccc21 | 13% | -0.1% | -0.1% | -4% | 1.8% | 12% | -6% | -13% | 1.9 | 64
COc1ccccc1CN1CCCC(CN(CCN(C)C)C(=O)c2ccc(C)cc2)C1 (stereo not drawn) | -11% | -0.3% | -0.2% | -9% | -6.7% | 10% | -35%[20 µM] | 9% | -1.9 | 66
Cc1cc(C)n2nc(C(F)(F)F)c(-c3ccccc3)c2n1 | -11% | 0.8% | -1.9% | 20% | -6.7% | 12% | 10%[20 µM] | 0% | 2.4 | 48
O=Cc1c(NCCCN2CCCC2=O)c2ccccc2[nH]c1=O | -18% | 0.5% | 0.1% | -2% | -0.5% | 8% | -29%[20 µM] | 7% | 0.9 | 78
CCCOC(=O)c1ccc(Oc2coc3c(CN(CC)CC)c(O)ccc3c2=O)cc1 | -26% | 0.1% | 1.6% | 14% | -0.2% | -4% | -23% | 2% | -0.9 | 64
O=C(Nc1ccccc1)c1ccc(S(=O)(=O)N2CCOCC2)cc1 | 4% | -0.2% | 0.7% | -8% | -2.6% | 3% | -6% | 7% | 0.1 | 78
Brc1ccc(CSc2ncnc3nc[nH]c23)cc1 | 19% | -0.1% | -0.2% | 10% | 3.0% | -4% | -87% | 15% | 8.0 | 55
CCn1c(CNC(=O)c2ccccc2F)nnc1SCC(=O)Nc1nncs1 | -6% | -0.1% | -1.1% | 20% | 1.6% | 7% | -13% | 8% | -0.7 | 56
CC(C)c1ccc(N(C(=O)c2snc(C(N)=O)c2N)C(C(=O)NC2CCCC2)c2ccncc2)cc1 (stereo not drawn) | -11% | 0.5% | 0.0% | -3% | -2.3% | 4% | 38% | 6% | 0.4 | 43
CS(=O)(=O)N(CC(=O)Nc1ccc2c(c1)OCCO2)c1ccc2c(c1)OCO2 | 9% | 0.2% | -0.1% | -7% | -1.0% | 7% | -31% | 11% | -1.1 | 55
COC(=O)C(C(=O)Nc1nc2ccccc2s1)C1CCCC1 (stereo not drawn) | -49% | 0.4% | 0.2% | -6% | -4.5% | 1% | 16% | 10% | -0.7 | 101
O=C(O)CCn1c(SCc2ccccc2)nc2ccccc21 | -28% | -0.1% | 2.2%[50 µM] | 4% | -6.6% | 2% | -3% | 4% | 0.3 | 37
CCOC(=O)c1csc(COc2ccccc2Cl)n1 | -5% | -0.2% | -1.0% | -8% | . | 5% | -17% | 9% | 0.1 | 57
COc1cccc(C2CC(=O)NC(SC)=C2C#N)c1 (stereo not drawn) | 6% | -0.2% | -0.7% | -3% | 0.2% | 13% | 22% | 6% | -1.6 | 91
Cc1ccnc(NC(=O)CCC2CCCCC2)c1 | -34% | -0.3% | 0.6% | -6% | -2.6% | 17% | 22% | 4% | 1.8 | 73
Cc1ccccc1NC(=O)c1cc(C(=O)c2cc(Cl)ccc2O)cn(-c2ccccc2C)c1=O | -9% | 0.4% | 4.1% | -2% | 8.2% | 10% | 6% | 2% | 9.7 | 54
Cc1ccc(N2C(=O)c3ccc(C(=O)N4CCN(c5ccc(C)c(C)c5)CC4)cc3C2=O)cc1 | -26% | -0.1% | 0.2% | -1% | -0.6% | 3% | -25% | 0% | 4.6 | 67
Cc1cc(C(=O)COC(=O)CNC(=O)c2ccccc2)c(C)n1CC1CCCO1 (stereo not drawn) | -39% | 0.2% | 0.0% | 9% | -0.9% | -35% | -37% | 5% | 2.0 | 57
Nc1ccccc1C(=O)NNc1ncc(C(F)(F)F)cc1Cl | . | 0.5% | -0.5% | -10% | -1.9% | -3% | 19% | -9% | 1.1 | 81
O=C1CC2(CCN(C(=O)C(=O)c3c[nH]c4ccccc34)CC2)Oc2ccccc21 | -29% | 0.2% | -0.6% | -3% | -0.5% | 0% | -6% | -7% | 1.5 | 56
C/C(=N\NS(=O)(=O)c1ccc(Br)cc1)c1ccncc1 | 8% | 0.0% | 1.4% | -9% | -5.7% | -17% | 2% | 5% | 0.8 | 44
COc1ccccc1C(=O)NCC(=O)NCCc1ccc(Cl)cc1 | -15% | -0.1% | 0.3% | 0% | -7.8% | 1% | -8% | 5% | -1.8 | 49
Cn1cnnc1SCNC(=O)C(F)(F)F | -11% | -0.1% | 0.1% | 3% | 6.0% | -7% | 15% | 10% | 1.4 | 41
O=c1c2[nH]c3ccc(F)cc3c2ncn1CCN1CCN(Cc2ccccc2)CC1 | -27% | -0.3% | -1.2% | -19% | -2.0% | 12% | 27% | 5% | -0.4 | 88
CCOc1ccccc1-c1noc(CCC(=O)Nc2cccnc2)n1 | -9% | -0.1% | -1.1% | -3% | -5.9% | 6% | -9% | 12% | -1.7 | 33
O=C(O)CCCCCNC(=O)CCn1nnc2ccccc2c1=O | 4% | -0.2% | 5.2% | 11% | 1.0% | 8% | -29% | 6% | 4.4 | 91
O=C1C(Cl)=C(N2CCCC2)C(=O)N1c1ccccc1F | -38% | -0.1% | -2.0% | 4% | -4.1% | 0% | 6%[20 µM] | 18% | 0.7 | 67
CC1(C)CC(=O)C(C=NCCN2CCN(CC(=O)Nc3ccccc3)CC2)=C(O)C1 | -12% | -0.2% | 2.5% | 2% | 0.0% | 2% | 26% | 5% | 0.0 | 34
Cc1nnc(SCC(C)C)[nH]c1=O | 0% | -0.2% | 0.6% | 12% | 0.9% | 4% | -1% | 7% | 2.9 | 82
Cc1nn2c(NCCN3CCOCC3)c3c(nc2c1-c1ccccc1)CCCC3 | 0% | 0.0% | -0.1% | -12% | 4.4% | -7% | -26% | 8% | 2.7 | 47
O=C(NC1CCCCCC1)C1CCN(S(=O)(=O)c2cnc[nH]2)CC1 | -5% | -0.4% | -0.2% | 2% | -0.5% | -2% | 14% | 3% | 1.4 | 44
C/C=C/c1ccc(OCCNCc2ccccc2)c(OC)c1 | -18% | 0.8% | 0.3% | -11% | -5.4% | -17% | 15%[20 µM] | 14% | -0.1 | 65
COc1ccc(S(=O)(=O)N2CCN(C(=O)NC3CCCCC3)CC2)cc1OC | 28% | -0.1% | 0.2% | -4% | 1.2% | -8% | -44% | 8% | 0.3 | 52
CCOC(=O)N1CCN(C(=O)CNC(=O)c2nn(-c3ccc(OC)cc3OC)c(=O)c3ccccc23)CC1 | -41% | -0.2% | 0.2% | -6% | -1.0% | -1% | -9% | 3% | -1.0 | 42
COc1ccc(-c2nnc3n2-c2ccccc2SC3)cc1OC | 0% | -0.2% | -0.3% | 21% | -1.0% | 8% | -7% | 5% | -0.7 | 26
CCOC(=O)c1ccc(S(=O)(=O)N2CC(=O)Nc3ccccc32)cc1 | -17% | -0.2% | -0.2% | -6% | -3.1% | 12% | -18% | 9% | -1.4 | 53
COc1ccccc1-n1c(SCc2cc(=O)oc3cc(O)ccc23)nc2ccccc2c1=O | 35% | 0.6% | -0.1%[50 µM] | -5% | -1.8% | -1% | . | 4% | 9.6 | 63
O=C(NNC(=O)c1ccccc1C(=O)O)c1ccc(S(=O)(=O)N2CCCCC2)cc1 | -7% | -0.1% | 0.3% | 1% | -2.5% | 12% | -41% | 1% | -0.9 | 49
COC(=O)c1cn(-c2ccc(F)cc2)c(=O)c2ccccc12 | -14% | -0.4% | 0.4% | 2% | -12% | 22% | 13% | 5% | 0.6 | 64
O=c1c2ccccc2nc(N2CCN(c3ccccc3)CC2)n1Cc1ccccc1 | 4% | -0.1% | 0.6% | -19% | -1.1% | 17% | -1% | 1% | 0.3 | 61
C=CCn1c(C(CCCC)CC(C)O)n[nH]c1=S (stereo not drawn) | -20% | 0.0% | -1.7% | 2% | 3.9% | 16% | -4% | 8% | 1.1 | 57
CCOC(=O)N1CCC(N(CCN(C)C)C(=S)Nc2ccccc2OCC)CC1 | -42% | 0.3% | -0.1% | -6% | 3.8% | -5% | -11% | 0% | 0.4 | 53
